HP1b chromo inh: HTS for Inhibitors of HP1-beta Chromodomain Interactions with Methylated Histone Tails | AlphaScreen HP1-beta / biotin-H3K9me3 peptide binding | Potency, µM (highest dose often 114 µM), without a hit: top-dose activity change, negative = inhibition, actives largely listed as inhibitors | 0.56% of 390,000 active | AID 540317, 2011; also: potency is read from the fitted curve at half-maximal effect; nearly all actives have a fitted effect of over 70% in size; inactives centre near 23
Target sequence (P83916 whole entry, looked up): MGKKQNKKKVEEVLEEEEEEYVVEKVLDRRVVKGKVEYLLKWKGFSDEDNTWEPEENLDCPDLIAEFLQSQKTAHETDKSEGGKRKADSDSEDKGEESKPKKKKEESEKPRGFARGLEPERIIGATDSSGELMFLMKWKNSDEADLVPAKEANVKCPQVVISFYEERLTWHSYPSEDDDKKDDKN
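Compound inhibition of the preformed complex between 50 nM HP1-beta and 50 nM biotinylated H3K9me3 peptide was read by AlphaScreen. Buffer was PBS pH 7.4 with 0.01% Tween-20. Incubations ran 30 min at room temperature, with 10 ug/mL donor/acceptor beads.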
PGK inhibitor: qHTS Assay to Find Inhibitors of Phosphoglycerate Kinase. Potency, µM (top dose mostly 57.5 µM), without a hit: at the highest dose activity change, negative = inhibition, usual class: inhibitors. AID 602233, 2012. Phosphoglycerate kinase, glycosomal (Trypanosoma brucei brucei), P07378. PGK/GAPDH coupled, Kinase-Glo luminescence, 60 min. 0.043% of 380,000 active; also: potency is read from the fitted curve at half-maximal effect; % is scaled to controls: 0 for no effect and ±100 for the full control effect; nearly all actives have a fitted effect of over 60% in size
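Luminescent ATP detection (Kinase-Glo Plus) follows a 60-minute room-temperature incubation, with wells lacking PGK as controls. Buffer: 100 mM TEA (pH 7.6), 5 mM MgCl2, 0.01% Tween-20. Coupling enzyme GAPDH (100 nM final) supplies unstable 1,3-BPG in-well.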
IDH1 R132H inh: qHTS for Inhibitors of mutant isocitrate dehydrogenase 1 (IDH1): qHTS | 0.093% of 390,000 active | IDH1-R132H enzyme, NADPH consumption, diaphorase/resazurin fluorescence | Potency, µM (doses to about 76.6 µM), inactives show at the highest dose activity change, negative = inhibition, most hits filed as inhibitors | Isocitrate dehydrogenase [NADP] cytoplasmic (Homo sapiens), O75874; also: potency is read from the fitted curve at half-maximal effect; % is scaled to controls: 0 for no effect and ±100 for the full control effect; nearly all actives have a fitted effect of over 65% in size
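IDH1-R132H (0.5 ug/mL dispensed) in pH 7.5 Tris buffer was preincubated 30 min with compound, then given a substrate mix of 0.016 mM NADPH and 2 mM alpha-KG for 80 min at room temperature; remaining NADPH was read by diaphorase/resazurin fluorescence.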
Pin1 inhibitor: qHTS Assay to Find Inhibitors of Pin1 | AID 504891, 2011 | Potency, µM (titrated, usually from 115 µM), for inactives: top-dose activity, negative = inhibition, hits mostly inhibitors | Peptidyl-prolyl cis-trans isomerase NIMA-interacting 1 (Homo sapiens), Q13526 | Pin1 FP peptide displacement, HiFluor488, 10 min | 0.009% of 390,000 active; active = well fitted inhibition curve with a large enough effect in the polarisation, with a control signal flat, not every such curve was filed as active; inconclusive = small, poorly fitted or top-dose-only effect, or effect the other way, or a change in a side signal; inactive = no such curve, though single readings can be large or run the other way; the % refers to the polarisation; also: potency is read from the fitted curve at half-maximal effect; % is scaled to controls: 0 for no effect and ±100 for the full control effect
Target sequence (Q13526 whole entry, looked up): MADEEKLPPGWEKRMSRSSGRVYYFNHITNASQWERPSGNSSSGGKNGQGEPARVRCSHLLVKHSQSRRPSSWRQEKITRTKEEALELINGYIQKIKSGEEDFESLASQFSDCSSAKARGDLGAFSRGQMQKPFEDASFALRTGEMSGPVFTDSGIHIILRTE
PI4K2A block: qHTS for small molecular inhibitors of PI4K2A. purified PI4K2A, ADP-Glo luminescence, 1 h; active compounds read low. activity change, negative = inhibition, % at 76.9 µM. 0.13% of 420,000 active. Phosphatidylinositol 4-kinase type 2-alpha (Homo sapiens), Q9BTU6; in the data active = activity change below about -50%; inconclusive = mostly about -30% to -49%;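 also: -100% = wells without enzyme as full effect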
Target sequence (Q9BTU6 whole entry, looked up): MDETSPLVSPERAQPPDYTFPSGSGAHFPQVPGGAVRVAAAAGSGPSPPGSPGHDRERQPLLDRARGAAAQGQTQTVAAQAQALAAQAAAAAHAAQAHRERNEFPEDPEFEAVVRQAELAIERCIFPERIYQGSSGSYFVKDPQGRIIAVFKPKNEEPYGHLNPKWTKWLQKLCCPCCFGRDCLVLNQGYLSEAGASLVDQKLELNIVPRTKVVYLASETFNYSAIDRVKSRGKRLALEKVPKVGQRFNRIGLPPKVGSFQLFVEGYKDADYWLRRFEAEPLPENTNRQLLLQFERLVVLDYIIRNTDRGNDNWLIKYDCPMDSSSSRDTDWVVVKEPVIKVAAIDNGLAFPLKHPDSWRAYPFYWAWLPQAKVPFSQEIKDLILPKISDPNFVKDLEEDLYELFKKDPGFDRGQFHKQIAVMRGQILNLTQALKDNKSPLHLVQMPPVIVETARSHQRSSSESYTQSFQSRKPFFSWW
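PI4K2A activity was measured by ADP-Glo luminescence: enzyme (4 ug/mL stock) and phosphatidylinositol (1.2 mM stock) in Tris pH 7.5/MgCl2/EGTA/Triton X-100 buffer were reacted with ATP (300 microM stock) for one hour at ambient temperature.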
TrxR1 substrate: qHTS Assay for Substrates of Mammalian Selenoprotein Thioredoxin Reductase 1 (TrxR1): qHTS; purified TrxR1 substrate turnover, NADPH consumption readout; Thioredoxin reductase 1, cytoplasmic (Rattus norvegicus), O89049; Potency, µM (series often up to 114 µM), for inactives: top-dose activity change, negative = substrate turnover; 0.01% of 390,000 active; also: potency is read from the fitted curve at half-maximal effect; % is scaled to controls: 0 for no effect and ±100 for the full control effect; nearly all actives have a fitted effect of over 50% in size
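Rat TrxR1, dispensed at 90 nM, was prereduced with 400 uM NADPH (final) for 5 min at ~22 deg C, then incubated with compound 15 min before 400 uM selenite. A first-read NADPH fluorescence drop versus no-compound background flagged substrates.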
GLS inh: qHTS for Inhibitors of Glutaminase (GLS). GLS enzymatic activity, qHTS titration. 0.21% of 410,000 active. Glutaminase kidney isoform, mitochondrial (Homo sapiens), O94925. Potency, µM (top dose mostly 45.5 µM), for the others: at the highest dose activity change, negative = inhibition, most hits filed as inhibitors. AID 624170, 2012; also: potency is read from the fitted curve at half-maximal effect; % is scaled to controls: 0 for no effect and ±100 for the full control effect
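Glutamate formation by hKGA was monitored fluorometrically using coupled glutamate oxidase, HRP and Amplex Red. Substrate was added as 1 mM L-glutamine solution; incubation was 30 min at RT after an initial read.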
USP1 inh: Inhibitors of USP1/UAF1: Primary Screen; recombinant USP1/UAF1, Ub-Rhodamine cleavage fluorescence; 0.23% of 390,000 active; Ubiquitin carboxyl-terminal hydrolase 1 (Homo sapiens), O94782; Potency, µM (titrated, usually from 57.1 µM), inactives show top-dose activity change, negative = inhibition, most hits filed as inhibitors; also: potency is read from the fitted curve at half-maximal effect; % is scaled to controls: 0 for no effect and ±100 for the full control effect; nearly all actives have a fitted effect of over 60% in size; inactives centre near -12
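Step one: compound is pinned into 1nM USP1/UAF1 in HEPES pH 7.8 buffer with TCEP. Step two: 15 min room-temperature incubation. Step three: Ub-Rho (150nM final) starts cleavage, tracked by fluorescence over six one-minute reads.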
rTrxR1 inhibitor: qHTS Assay for Inhibitors of Mammalian Selenoprotein Thioredoxin Reductase 1 (TrxR1): qHTS | 1% of 390,000 active | recombinant rTrxR1, NADPH fluorescence consumption, selenite substrate | Potency, µM (top dose mostly 114 µM), for the others: at the top dose activity change, negative = inhibition, usual class: inhibitors; also: potency is read from the fitted curve at half-maximal effect; % is scaled to controls: 0 for no effect and ±100 for the full control effect; nearly all actives have a fitted effect of over 65% in size
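Rat TrxR1 (90 nM in the dispensed reagent) was pre-reduced with 400 uM NADPH for 5 min at room temperature, then incubated with compound for 15 min. After 400 uM selenite was added, NADPH fluorescence (Ex 340/Em 450 nm) was followed for 8 min.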
* hit, by the source's call; i = inactive; ? = inconclusive; · = no result given; & = joins results of further samples; [ ] = remark or other dose. Unless noted, calls follow the shape of the dose curve; as a rule, active = well fitted curve in the direction sought with a large enough effect; inconclusive = small, poorly fitted or top-dose-only effect, or another doubt; inactive = no such curve, though single readings can be large; an effect the other way counts as inactive or inconclusive. Not all compounds are listed; count on the stated rates, not on these rows.

| rTrxR1 inhibitor | HP1b chromo inh | TrxR1 substrate | USP1 inh | Pin1 inhibitor | PGK inhibitor | PI4K2A block | GLS inh | IDH1 R132H inh | Structure |
| --- | --- | --- | --- | --- | --- | --- | --- | --- | --- |
| 59% | 46%[activator] | 131%[activator][57.1 µM] | -6% | -2% | -2% | 0 | 0% | 5% | CN(C)/C=N/c1nc2nccc(-c3cccs3)n2n1 |
| -11% | 29% | -10% | -8% | 1% | 6% | 1 | 21% | 1% | Cc1ccc(C(=O)N[C@H](C(=O)OCC(=O)c2ccc[nH]2)C(C)C)cc1 |
| 8% | 28% | -3% | -26% | -1% | 1% | 0 | -2% | -8% | COc1ccc(CCNC(=O)c2cccnc2Cl)cc1OC |
| 20% | 44%[activator] | 0% | ? | ? | -5% | 1 | -5% | 0%[38.3 µM] | CCN(C[C@H]1N[C@@](Cc2ccccc2)(C(=O)OC)[C@H]2C(=O)N(Cc3ccccc3)C(=O)[C@@H]12)C(=O)Nc1ccc(C(F)(F)F)cc1 |
| 8% | 0% | 2% | -11% | -1% | -5% | -1 | 2% | 16% | CC(C)c1ccc(NC2CCCN(C(=O)c3ccccc3-c3ncc[nH]3)C2)cc1 (configuration not stated) |
| 7% | 35% | 2% | -19% | 0% | -18% | 2 | -3% | 3% | CC1(C)CC(CCC(=O)Nc2ccc(S(N)(=O)=O)cc2)C(=O)O1 (configuration not stated) |
| · | · | · | -31% | · | -8% | -3 | 2% | 5% | Cc1ccc(C(=O)Nc2ccc(NC(=O)c3ccccc3Cl)c(C)c2)cc1 |
| 5%[2.29 µM] | 23%[57 µM] | 6%[57.1 µM] | -14% | -1% | -1% | 5 | -7% | 5% | CCCCCCCSc1ncnc2[nH]ncc12 |
| -11% | 47% | -6% | -22% | -8% | -3% | -3 | 11% | 2% | Cc1cccc(Nc2nc3c(c(=O)n(C)c(=O)n3C)n2CC(O)CO)c1 (configuration not stated) |
| 29%[57.1 µM] | 18% | -7% | -8% | 0% | i | 3 | -7% | 5% | CCOC(=O)C(NC(=O)OC(C)C)(Nc1nccs1)C(F)(F)F (configuration not stated) |
| 12%[11.4 µM] | 6% | 12%[11.4 µM] | -13% | 0% | i | -5 | 33%[activator] | 2% | CCOC(=O)c1c(C)[nH]c(C)c1C(=O)COC(=O)c1cccnc1Cl |
| 1%[57.1 µM] | 28% | 5%[57.1 µM] | -12% | 1% | -5% | -6 | 0% | 4% | CCCCNS(=O)(=O)c1ccc2nc(SCC(=O)c3ccccc3OC)[nH]c2c1 |
| -1% | 22% | -1% | -7% | 7% | -1% | 6 | · | -5% | O=C(C1CCN(S(=O)(=O)c2ccc(Cl)cc2)CC1)N1CCOCC1 |
| 12% | 16% | 12% | ? | 61%[activator] | 0% | -2 | -10% | 2% | CCc1cc(=O)oc2cc3occ(-c4ccc(OC)c(F)c4)c3cc12 |
| -5% | 35% | 5% | -19% | -1% | 0% | -4 | -14% | 11% | CN1CCC(=NNC(=O)c2cc(-c3ccc(Cl)cc3)n[nH]2)CC1 |
| 17%[57.1 µM] | 43%[activator] | 9%[57.1 µM] | -14% | -7% | 3% | 0 | -8% | 7% | Cc1ccc(OCC(=O)Nc2cccc(O)c2)cc1C |

By substructure, the compounds so far with fluorine.
| rTrxR1 inhibitor | HP1b chromo inh | TrxR1 substrate | USP1 inh | Pin1 inhibitor | PGK inhibitor | PI4K2A block | GLS inh | IDH1 R132H inh | Structure |
| --- | --- | --- | --- | --- | --- | --- | --- | --- | --- |
| 20% | 44%[activator] | 0% | ? | ? | -5% | 1 | -5% | 0%[38.3 µM] | CCN(C[C@H]1N[C@@](Cc2ccccc2)(C(=O)OC)[C@H]2C(=O)N(Cc3ccccc3)C(=O)[C@@H]12)C(=O)Nc1ccc(C(F)(F)F)cc1 |
| 29%[57.1 µM] | 18% | -7% | -8% | 0% | i | 3 | -7% | 5% | CCOC(=O)C(NC(=O)OC(C)C)(Nc1nccs1)C(F)(F)F (configuration not stated) |
| 12% | 16% | 12% | ? | 61%[activator] | 0% | -2 | -10% | 2% | CCc1cc(=O)oc2cc3occ(-c4ccc(OC)c(F)c4)c3cc12 |

Three of these compounds, set out differently.
Order of results – rTrxR1 inhibitor | HP1b chromo inh | TrxR1 substrate | USP1 inh | Pin1 inhibitor | PGK inhibitor | PI4K2A block | GLS inh | IDH1 R132H inh
- COc1ccc(CCNC(=O)c2cccnc2Cl)cc1OC
 : 8% | 28% | -3% | -26% | -1% | 1% | 0 | -2% | -8%
- CCN(C[C@H]1N[C@@](Cc2ccccc2)(C(=O)OC)[C@H]2C(=O)N(Cc3ccccc3)C(=O)[C@@H]12)C(=O)Nc1ccc(C(F)(F)F)cc1
 : 20% | 44%[activator] | 0% | ? | ? | -5% | 1 | -5% | 0%[38.3 µM]
- CC(C)c1ccc(NC2CCCN(C(=O)c3ccccc3-c3ncc[nH]3)C2)cc1 (configuration not stated)
 : 8% | 0% | 2% | -11% | -1% | -5% | -1 | 2% | 16%

The list continues.
| rTrxR1 inhibitor | HP1b chromo inh | TrxR1 substrate | USP1 inh | Pin1 inhibitor | PGK inhibitor | PI4K2A block | GLS inh | IDH1 R132H inh | Structure |
| --- | --- | --- | --- | --- | --- | --- | --- | --- | --- |
| 31% | 66%[activator] | 1% | -8% | 2% | -2% | 0 | -3% | 11% | C=CCCC(=O)NC1CC(C)(C)Cc2c1cnn2-c1ccc(OC)cc1 (configuration not stated) |
| 12%&8% | 27%&42% | -1%&3% | -14%&7% | -8%&-2% | -2%&0% | 6&0 | -11%&3% | 2%&-3% | CCC1CCCCN1CCCNC(=O)CN1C(=O)c2cccnc2Oc2ccc(C)cc21 (configuration not stated) |
| 15% | -2% | -7% | -15% | 1% | -4% | 14 | -21% | -2% | Cc1ccc(C)c(Oc2cc(NC(=O)CCCn3nc(C)c([N+](=O)[O-])c3C)cc([N+](=O)[O-])c2)c1 |
| 6% | 25% | -2% | -21% | -6% | -5% | -1 | -8% | 6% | O=C(Nc1ccccc1C(F)(F)F)N1CCN(C(c2ccccc2)c2ccccc2)CC1 |
| -2% | ? | -2% | -11% | 1% | -7% | 4 | 3% | 5% | Cn1c(COc2ccccc2)nnc1SCCN1CCOCC1 |
| 6% | 34% | 0% | -11% | -4% | 7% | -1 | 6% | -12% | CNC(=O)COc1coc(CN2CCN(c3cccc(Cl)c3)CC2)cc1=O |
| 22% | 43%[activator] | 4% | -22% | -4% | -8% | -3 | -1% | 3% | COc1ccc(NC(=O)CCCN2C(=O)CN(C)C2=O)cc1Cl |
| -4% | 28% | -7% | -13% | 0% | -6% | -2 | -8% | -3% | O=C(Nc1ccnn1C1CCN(C2CCOCC2)CC1)c1cccc(F)c1 |
| -9% | -14% | -5% | 2% | 1% | -1% | 3 | -7% | 15% | Cc1ccc2c(CC(=O)NCc3ccccc3)coc2c1C |
| 7% | ? | 3% | -28% | -3% | -9% | 0 | -14% | -3% | CCC(=O)Nc1ccc(N2CCOCC2)c(S(=O)(=O)Nc2ccc(Cl)cc2)c1 |
| 9% | 30% | 2% | 0% | 0% | -1% | 1 | 0% | 11% | Cc1ccc(-n2ncc(C(=O)N3CCCCC3)c2C2CCN(C(=O)OC(C)(C)C)CC2)cc1C |
| 0% | -2% | -3% | -9% | 11% | i | -4 | 19% | 7% | Cc1ccccc1[C@@H]1C(C#N)=C(N)S[C@H]1C(=O)c1ccccc1 |
| -4% | 26% | 1% | -21% | -4% | 3% | 2 | 28% | 7% | O=C(O)CSc1nnc(-c2ccccc2O)n1Cc1ccccc1 |
| 3% | 22% | -8% | 5% | -3% | · | 0 | 10% | 1% | O=[N+]([O-])c1ccc(N2CCCCC2)cn1 |
| 14% | -21% | 0% | -18% | -6% | -4% | 2 | -2% | 8% | CC1CCC2CCCCC2N1C(=O)c1cc([N+](=O)[O-])cc([N+](=O)[O-])c1 (configuration not stated) |
| -8% | 30% | -8% | -5% | -6% | -9% | -1 | -11% | -3% | Nc1nc(CSc2nnc(-c3cccc(F)c3)n2-c2ccccc2)nc(N2CCOCC2)n1 |
| 1%[57.1 µM] | -9% | -1%[57.1 µM] | -13% | -1% | 8% | -2 | 14% | 5% | COC(=O)C1CN(C(=O)COc2ccc(C)c(C)c2)c2ccccc2O1 (configuration not stated) |
| 29%[57.1 µM] | 0% | 10%[57.1 µM] | -16% | 1% | -8% | -3 | 0% | 9% | O=C(C1CCC(Cn2c(=S)[nH]c3ccccc3c2=O)CC1)N1CCN(c2ccccn2)CC1 (configuration not stated) |

Bioassay records: PubChem BioAssay, National Center for Advancing Translational Sciences (NCATS)
